Screening data: PubChem BioAssay, several laboratories
5HT1E antag: blocks the human 5-HT1E serotonin receptor; inhibition, % at 6 µM; CHO 5-HT1E Ga15 NFAT-bla reporter, FRET, antagonist; P28566; 65,000 tested, 0.99% active;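 active means inhibition above a set limit, the mean inhibition across every tested compound plus 3 SD, cut at about 29% in these data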;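 further: signal is the 460 over 535 nm emission ratio of beta-lactamase substrate; 0% = agonist plus DMSO wells and 100% = wells without agonist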
Target sequence (P28566 whole entry, looked up): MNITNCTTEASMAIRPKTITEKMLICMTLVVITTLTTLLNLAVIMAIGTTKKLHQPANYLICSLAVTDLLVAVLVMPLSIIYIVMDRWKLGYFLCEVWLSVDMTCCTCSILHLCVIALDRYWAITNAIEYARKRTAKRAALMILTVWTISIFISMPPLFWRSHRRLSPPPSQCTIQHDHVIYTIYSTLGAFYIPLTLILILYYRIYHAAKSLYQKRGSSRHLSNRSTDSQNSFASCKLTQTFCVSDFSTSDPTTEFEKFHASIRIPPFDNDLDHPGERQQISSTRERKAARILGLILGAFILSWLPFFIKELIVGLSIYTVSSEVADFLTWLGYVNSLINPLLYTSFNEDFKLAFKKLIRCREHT
S1P3 agonist: activates the human S1P3 receptor | Q99500 | S1P3 NFAT-BLA reporter cells, agonism, FRET ratio; relative to 1 µM S1P, basal subtracted | activation, % at 4.5 µM | 60,000 tested, 0.1% active;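 active means activation above the screen-wide mean plus 3 SD, cut at about 4.5% in these data, passing the limit was not always enough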; further: some compounds called inactive have numbers as strong as hits
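Assay system: CHO cells stably expressing human S1P3, Gα16 and NFAT-β-lactamase reporter. Timing: overnight plating, 4 h compound 37 °C, 2 h substrate RT. Signal: β-lactamase FRET emission ratio 460/535 nm. Measure: percent activation versus median 1 µM S1P response, basal-subtracted, per plate. Repeats: primary screen single test, confirmation screen in triplicate.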
AP complement: alternative pathway complement inhibition, orthogonal assay; inhibition, % at 5 µM; 62,000 tested, 0.08% active; AID 1235; Human serum alternative complement pathway, LPS-coated ELISA, C3 deposition; tested in compound mixtures;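 active means inhibition above 30% in each of the two pooled mixtures holding the compound, so the lower value exceeds 30%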;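 further: 0% = serum in Mg-EGTA without compound and 100% = EDTA serum blank; some compounds past the cut are filed as inactive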
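Assay system: Human serum alternative complement pathway, C3 deposition on LPS-coated wells | Incubation: 1 h serum-compound exposure at 37 °C | Doses: 5 µM per compound in ten-compound mixtures | Read-out: Percent inhibition | Technique: ELISA with HRP anti-human C3 antibody, TMB substrate, absorbance 450 nm | Replication: Two pool placements per compound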
RORA act: activates the human nuclear receptor RORA; CHO-K1 Gal4-RORA LBD luciferase reporter, luminescence; percent increase over mock-subtracted basal signal; 65,000 tested, 1.5% active; P35398; activation, % at 10 µM;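 active means activation above the mean of all tested compounds plus 3 SD, cut at about 49% in these data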;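 further: 0% = DMSO-treated RORA cells and 100% = added signal equal to DMSO minus mock-transfected cells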
S1P1 ag pot: agonists and agonism potentiators of human S1P1 receptor. 56,000 tested, 0.57% active. P21453. activation, % at 9.5 µM. S1P1 CRE-bla cells, forskolin, beta-lactamase FRET, potentiator mode; S1P1 agonist co-added at EC20, 2 nM; 100% = saturating reference agonist, 0% = basal;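 active means activation above a cutoff set at the mean activation of all tested compounds plus 3 SD, cut at about 54% in these data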;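 further: forskolin at 4 µM as EC80 and the EC20 agonist is SEW2871; 100% = SEW2871 at its EC100 plus forskolin at EC80; some compounds past the cut are filed as inactive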
HTR1E agonist: activates the human 5-HT1E serotonin receptor; P28566; CHO 5-HT1E Ga15 NFAT-bla reporter, FRET; 0% DMSO wells, 100% control agonist wells; activation, % at 6 µM; 65,000 tested, 0.69% active;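 active means activation above a set limit, the screen-wide mean activation plus 3 SD, cut at about 8.5% in these data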;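 further: 100% = positive control agonist at 1 µM giving full maximal response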
Ecoli tolC: E. coli tolC mutant growth inhibition; E. coli BW25113 tolC mutant growth, OD615; AID 573; 65,000 tested, 2.2% active; growth inhibition, % at 10 µM (by protocol);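 active means growth inhibition at or above a cutoff equal to the mean over every tested compound plus 3 SD, cut at about 60% in these data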;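 further: growth measured after 20 h incubation at 37 °C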
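Assay system: tolC-deleted E. coli BW25113. Medium: kanamycin-containing LB broth (50 µg/mL). Dosing: 10 µM final, single dose. Timing: bacterial growth with compound for 20 h at 37 °C. Detection: A615 absorbance measurement. Read-out basis: growth inhibition in percent.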
SF1 activator: activators of human nuclear receptor SF-1; CHO-K1 Gal4-SF-1 LBD luciferase reporter; % increase over DMSO SF-1-specific signal; 65,000 tested, 1.9% active; activation, % at 10 µM; Q13285; AID 522;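 active means activation above the mean activation of all tested compounds plus 3 SD, cut at about 50% in these data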
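Assay system: CHO-K1 cells co-transfected with Gal4 DBD–human SF-1 LBD, 5xGal4 luciferase reporter; doses: 10 µM only; incubation: 20 h compound exposure at 37 °C after 1 h cell settling; signal: luciferase light emission; evaluation: percent activation versus DMSO; repeats: one test per compound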
5-HT1A blocker: 5-HT1a (human) receptor antagonism; 62,000 tested, 0.68% active; P08908; CHO 5-HT1a Ga15 NFAT-bla reporter, antagonist mode; AID 612; inhibition, % at 10 µM;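 active means inhibition above the mean of all tested compounds plus 3 SD, cut at about 43% in these data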;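 further: receptor stimulated by 5-CT agonist at 100 nM near EC80; beta-lactamase reporter measured by ratiometric fluorescence of a cleavable substrate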
Target sequence (P08908 whole entry, looked up): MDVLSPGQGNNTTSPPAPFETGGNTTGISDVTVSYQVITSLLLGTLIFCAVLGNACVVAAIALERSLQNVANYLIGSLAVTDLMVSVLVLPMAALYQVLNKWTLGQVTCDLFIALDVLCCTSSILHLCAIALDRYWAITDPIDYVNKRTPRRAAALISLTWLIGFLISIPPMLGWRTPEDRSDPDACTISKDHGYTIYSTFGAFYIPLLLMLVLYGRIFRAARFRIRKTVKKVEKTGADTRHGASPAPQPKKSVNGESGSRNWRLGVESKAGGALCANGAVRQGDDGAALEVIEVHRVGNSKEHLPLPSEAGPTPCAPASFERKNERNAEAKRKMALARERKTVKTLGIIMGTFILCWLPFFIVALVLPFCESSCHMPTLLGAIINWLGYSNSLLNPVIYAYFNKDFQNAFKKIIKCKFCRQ
Numbers without * were called inactive; · = not tested or not shown.

canonical_smiles,5HT1E antag,S1P3 agonist,AP complement,RORA act,S1P1 ag pot,HTR1E agonist,Ecoli tolC,SF1 activator,5-HT1A blocker
Cc1nnc(NC(=O)c2ccco2)s1,0,-0.2,4,-3,-4,0.7,-13,5,3
Cc1ccc(CNc2ncnc3c2cnn3-c2ccccc2)cc1,5,-1.0,19,40,-26,0.0,-33,16,1
CSc1ccccc1NC(=O)CCn1c(=O)sc2ccccc21,-5,·,12,-13,·,-1.3,-16,-6,-7
CCSc1nnc(NC(=O)CSc2nccn2-c2cccc(C)c2C)s1,2,-0.7,7,-8,29,-0.1,84*,8,12
CC1=C(C(=O)OC(C)C)C(c2cccs2)N2C(=O)CCSC2=N1 (centres undefined),4,1.5,5,-1,·,0.5,-4,-1,-1
NC(=O)c1cc(N)ccc1N1CCCC1,-6,-0.6,3,24,6,0.3,-10,6,-5
NC(N)=NC(=O)c1nc(Cl)c(N)nc1N,3,-2.9,7,-2,5,-0.3,5,-11,·
CCOC(=O)c1sc(N)c(C#N)c1CSc1nc2ccc(OCC)cc2[nH]1,2,-0.3,-6,-12,6,-0.4,14,-7,5
CCOC(=O)Cc1nc2ccccc2[nH]1,-3,-0.1,13,-8,-26,1.9,0,4,-2
N#CCCCSC1=C(C#N)C(c2ccccc2Cl)CC(=O)N1 (centres undefined),7,-1.7,5,-6,6,-0.5,-3,25,-6
CC1CCCC(C)N1C(=O)CSc1nnc(NC(=O)c2cccs2)s1 (centres undefined),5,·,12,2,·,0.0,25,8,-1
CCCc1cc(=O)n2[nH]c(NCc3ccccc3Cl)nc2n1,-3,0.4,-6,-22,10,-0.1,9,4,1
CC(C)NC(=O)CSc1nnc2sc3ccccc3n12,2,0.9,13,2,-9,0.1,-16,26,-4
O=C(COC(=O)CCC(=O)c1cccs1)Nc1ccc(S(=O)(=O)N2CCOCC2)cc1,-3,-0.9,14,-16,-4,0.9,0,20,-14
CCOC(=O)C1=C(C)NC(C)=C(C(=O)OCC)C1c1cc(N)ccc1OC(F)F,-1,-0.8,10,8,2,-1.3,10,11,2

Compound profiles, from the list above. Values in the order: 5HT1E antag	S1P3 agonist	AP complement	RORA act	S1P1 ag pot	HTR1E agonist	Ecoli tolC	SF1 activator	5-HT1A blocker
Cc1ccc(CNc2ncnc3c2cnn3-c2ccccc2)cc1 is entered as 5	-1.0	19	40	-26	0.0	-33	16	1
CSc1ccccc1NC(=O)CCn1c(=O)sc2ccccc21 is entered as -5	·	12	-13	·	-1.3	-16	-6	-7

Following part
canonical_smiles,5HT1E antag,S1P3 agonist,AP complement,RORA act,S1P1 ag pot,HTR1E agonist,Ecoli tolC,SF1 activator,5-HT1A blocker
CC(C)OC(=O)CSc1nnc(-c2ccc(Cl)cc2Cl)o1,0,-0.7,3,-16,10,-1.2,11,-7,9
CNC(=O)CN(c1cc(C)ccc1OC)S(=O)(=O)c1ccc(C)cc1,-1,-1.2,-3,-8,-1,0.9,0,21,-7
COc1cccc(CNc2ccc(F)c(Cl)c2)c1O,-3,-0.8,18,-11,-3,-0.3,17,4,23
CCCCn1c(CCNC(=O)CC)nc2ccccc21,-3,0.0,25,-12,-15,0.7,-18,-7,-9
CC(=O)n1cc(Nc2ccccc2C(=O)O)c2ccccc21,0,-0.4,9,8,9,-0.7,-11,6,10
COc1cc(OC)c(C2SCCN2S(=O)(=O)c2ccc(F)cc2)cc1OC (centres undefined),-2,·,0,-18,·,-0.7,-12,-2,7
CCC1CCCCN1CC(=O)Nc1cc(C)nn1-c1nc(C)cc(C)n1 (centres undefined),9,0.1,20,25,-45,0.0,13,11,20
CN(CC(=O)N1CCCC1)S(=O)(=O)c1cc(Cl)ccc1Cl,1,-0.6,23,-27,4,-0.1,4,-16,-7
Cc1nn(CCC(=O)O)c2nc(-c3cccnc3)cc(C(F)(F)F)c12,14,-1.8,7,3,-9,-0.4,10,-3,-8
O=C(Cc1ccc(Cl)cc1)Nc1ccc(N2CCN(C(=O)c3ccco3)CC2)cc1,7,-0.9,7,-6,·,0.3,9,-9,-5
NS(=O)(=O)c1cc2c(cc1Cl)NCNS2(=O)=O,0,-2.7,15,12,-4,0.3,-4,-5,·
O=c1cc(CSc2ccc(S(=O)(=O)N3CCCCC3)cn2)nc2sccn12,0,0.9,-23,-8,4,-0.6,7,-8,-8
Cc1sc2ncn(CC(=O)NCCCC(=O)N3CCN(c4ccccn4)CC3)c(=O)c2c1C,0,0.0,4,-2,-31,-0.6,2,-6,-9
CC(=O)N(CC1CCCO1)c1nnc(-c2cnccn2)s1 (centres undefined),-3,-0.3,0,21,4,-0.5,-5,0,10
O=C(CSc1nc2ncc(Br)cc2[nH]1)Nc1ccc2c(c1)OCO2,-10,-0.7,-13,0,-11,0.9,11,19,-11
CC(=O)N1CCN(c2ccc(NC(=O)c3ccc4c(c3)OCO4)cc2)CC1,-10,-0.4,22,-17,-12,-1.6,-7,12,-5
COc1ccc(N2CCN(c3cc(=O)n(Cc4ccc(F)cc4)c(=O)[nH]3)CC2)cc1,1,-2.3,20,6,-13,1.2,11,-36,15
COc1ccc(-n2nnc3c(=O)n(CC(=O)OCc4ccccc4)cnc32)cc1,6,-0.4,11,4,-1,0.5,18,9,-6
CCc1ccccc1N1C[C@@]23C=C[C@@H](O2)C(C(=O)OCC(C)C)[C@H]3C1=O (some centres undefined),-11,-0.1,9,-12,-6,-0.1,-11,6,-8
CCOc1ccc(C(=O)Nc2cc(=O)n(C)c(=O)n2C)cc1,-10,-0.6,13,22,-23,0.8,-11,-1,-5
CC1=Nn2c(nnc2-c2ccc(F)cc2)SC1,-7,-0.1,-9,-23,-3,0.4,-6,-5,11
O=C(NCCc1ccccc1)c1cccnc1N1CCCCCC1,2,0.4,-2,-26,-7,0.0,21,-6,1
CCOC(=O)CSc1nc2c(sc(=S)n2Cc2ccco2)c(=O)n1-c1ccc(F)cc1,11,·,12,-32,·,0.3,38,-1,50*
O=C(NCn1ccc(=O)[nH]c1=S)c1ccccc1,-5,0.5,17,1,5,1.2,-9,0,-20
COC(=O)c1ccccc1NC(=O)CN1CCN(C23CC4CC(CC(C4)C2)C3)CC1,-20,-1.4,-12,18,-3,0.3,-3,-3,15
CCN1c2ccccc2-c2nc3ccccc3n2C1c1cccnc1 (centres undefined),1,0.0,3,-9,3,1.2,5,2,13
Cn1c(NC(=O)c2cccnc2)nc2ccccc21,-10,0.0,13,52*,-20,-0.7,14,52*,1
COC(=O)C1C(=O)c2c([nH]c(C(=O)OCC3CCCO3)c2C)CC1C (centres undefined),-12,0.1,4,46,-5,0.6,-3,47,-10
COc1ccc(CCNc2cc(=O)[nH]c(N)n2)cc1,-1,-0.7,6,-17,-44,0.3,7,2,1
CCOC(=O)C1CCN(C(=O)Nc2ccccc2Cl)CC1,-4,-1.5,3,-15,-2,-0.4,-3,-26,-4
O=C(Cn1nnc(-c2ccc(CN3CCOCC3)cc2)n1)NC1CCCCC1,6,-1.0,5,1,-19,-0.6,-2,18,16
CC(=O)c1cccc(NC2c3ncccc3C(=O)N2Cc2ccco2)c1 (centres undefined),14,-0.4,2,-2,-8,-0.1,-7,-3,11
CCCC(=O)OCCNC(=O)c1cc2ccccc2oc1=O,-6,-0.4,-6,17,-19,0.1,-6,4,-19
Cc1ccc2cc3cc(C(=O)N4CCN(C(=O)c5ccco5)CC4)sc3nc2c1,-1,-0.2,12,13,-32,-1.4,11,-3,-13
CCC(C)OC(=O)c1[nH]c2c(c1C)C(=O)CC(c1ccc(N(C)C)cc1)C2 (centres undefined),4,0.1,19,44,72,0.8,6,57*,15
COc1ccccc1C(=O)NCCCN1CCCC1=O,3,0.1,8,-11,-3,-0.4,-11,-7,-4
CC(C)CCn1nc(C(=O)OC(C)C(=O)NC(N)=O)c2ccccc2c1=O (centres undefined),2,0.2,5,3,-12,-0.3,-8,0,-19
CCOC(=O)c1c(C)[nH]c(C(=O)NCc2ccccc2OC)c1C,14,0.1,8,12,11,-1.0,5,25,14
CC(C)CNS(=O)(=O)c1ccc(S(=O)(=O)N2CCCN(Cc3ccccc3)C2)cc1,-11,1.7,1,-7,-1,-1.4,-6,-16,-8
CCN1CCN(S(=O)(=O)c2ccc(S(=O)(=O)N(CC)Cc3ccccc3)cc2)CC1,-18,-1.2,6,-10,6,-2.3,11,-6,-9
CCCCCn1c(SCC#N)nc2cc(C(=O)NC3CCCCC3)ccc2c1=O,-3,-0.7,9,-18,-7,0.9,-12,-4,14
COc1ccc(CCCc2nnc(SCC(=O)Nc3nc(C)cs3)n2C)cc1,9,0.2,2,-1,·,1.9,1,5,-12
